# Screens from PubChem.
# MgcRacGAP inhibition – MgcRacGAP GTPase-activating activity inhibitors, confirmation, biochemical, ADP Hunter fluorescence | AID 624330, 2012 | Rac GTPase-activating protein 1 (Homo sapiens) | MgcRacGAP-stimulated Rac1 GTP hydrolysis, ADP Hunter fluorescence; higher % means a stronger effect; GST-tagged Rac1 F28L mutant substrate | 340,000 compounds, 0.6% hits | inhibition, % at 30 µM; hits with a dose series show IC50 in µM;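 active means first-screen hits whose inhibition reached a set limit at any dose in the follow-up dose series; inconclusive means inhibition above the set first-screen limit but never retested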;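 further: fluorescence reports GDP produced by GAP-driven GTP hydrolysis; strong numbers were not always called active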
# Large T inhibition – SV40 large T antigen inhibitors, biochemical (AID 1903); SV40 large T antigen ATPase/helicase inhibition assay; higher % means a stronger effect; one-dose inhibition, % at 20 µM; IC50 in µM for titrated hits; 310,000 compounds, 0.39% hits; in the data active means a potency from the dose series; inconclusive means inhibition mostly from about 32% at the one dose, without a potency; inactive means the rest, 99 in 100 with inhibition below about 32%; further: strong numbers were not always called active
# West Nile antiviral – West Nile virus antiviral activity, cell-based, CPE readout (AID 1621) | West Nile virus-infected cells, CPE inhibition; higher % means a stronger effect | CPE inhibition, % at 10 µM; hits with a dose series show IC50 in µM | 290,000 compounds, 0.02% hits; in the data active means a potency from the dose series; inconclusive means CPE inhibition mostly from about 3.7% at the one dose, without a potency; inactive means the rest, 99 in 100 with CPE inhibition below about 2.2%; further: strong numbers were not always called active
# RSV antiviral HEp-2 – RSV antiviral activity via CPE protection, HEp-2 cells, primary 10 µM value included (AID 2391) | HEp-2 cells, RSV-induced CPE inhibition; higher % means a stronger effect | CPE inhibition, % at 10 µM; hits with a dose series show IC50 in µM | 310,000 compounds, 0.13% hits; in the data active means a potency from the dose series; inconclusive means CPE inhibition mostly from about 23% at the one dose, without a potency; inactive means the rest, 99 in 100 with CPE inhibition below about 21%; further: strong numbers were not always called active
# T cell modulator – modulators of CD8 T cell-vesicle binding, primary screen, mouse 2C CD8+ T cells, flow cytometry; 2C CD8+ T cell-vesicle binding; hits give low values; calls only at 7 µM; 330,000 compounds, 0.068% hits;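 active means response, share of CD8 T cells binding vesicles, and their 90th percentile fluorescence all below set limits, cut at about 80% in these data, passing the limit was not always enough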
#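 Assay system: 2C TCR transgenic mouse naive CD8+ T cells, MACS-purified | Read-out: CD8+ gate FL2 mean fluorescence as % of same-row positive control | Signal: High-throughput flow cytometry with anti-B7-1 and anti-CD8 staining | Timing: Binding step 1.5 h, 37 °C, antibody labelling 20 min, ice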
# UTI89 phage lysis – inhibition of K1F phage lysis, E. coli UTI89, bacterial capsule biogenesis inhibitors, alamar blue (AID 488966); E. coli UTI89 K1F phage lysis, alamar blue, 2 h; higher % means a stronger effect; inhibition, % at 100 µM, or IC50 in µM where a hit was titrated; 340,000 compounds, 0.02% hits;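 active means phage lysis inhibition, versus mean bacterial control, above a set limit; inconclusive means no clear call, values can overlap the other calls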;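 further: capsule biogenesis inhibitors block K1F phage lysis so surviving cells raise fluorescence; higher fluorescence means more inhibition of phage lysis; actives were called in the ten point dose series up to 300 µM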
# Salmonella PhoP GFP – inhibitors of PhoP regulon expression, primary screen, Salmonella Typhimurium, GFP reporter (AID 1863). S. Typhimurium PhoP-regulated promoter GFP reporter, 4 h; higher % means a stronger effect. inhibition, % at 50 µM, or IC50 in µM where a hit was titrated. 300,000 compounds, 0.16% hits;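 active means inhibition over 29.93%, a cutoff 3 SD above the screen mean, later confirmed by dose response; inconclusive means inhibition over 29.93% but no dose response follow-up; inactive means inhibition at most 29.93% or unconfirmed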;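 further: 0% = low Mg2+ inducing control and 100% = high Mg2+ repressing control; strong numbers were not always called active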
# NS5 inhibitors – Dengue-2 NS5 methyltransferase inhibitors, primary screen, biochemical, confirmation dose response (AID 588689) | Genome polyprotein (Dengue virus type 2 (strain 16681-PDK53)) | Dengue-2 NS5 methyltransferase capping enzyme assay, biochemical; higher % means a stronger effect | one-dose inhibition, % at 25 µM; IC50 in µM for titrated hits | 340,000 compounds, 0.3% hits; in the data active means a potency from the dose series; inconclusive means inhibition above about 29% without an active follow-up result
# NTR1 ag – agonists of NTR1, primary screen, imaging, U2OS cells, beta-arrestin-GFP, high content (AID 493036); activation, % at 20 µM; NTR1-U2OS beta-arrestin-GFP spot imaging, agonist mode; 330,000 compounds, 0.17% hits; Neurotensin receptor type 1 (Homo sapiens), P30989;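 active means activation at or above 40% of the spot to cytoplasm intensity ratio, with at least 20 cells analyzed; inconclusive means wells under 20 cells, flagged as cytotoxic or low count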;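 further: 0% = DMSO without peptide and 100% = 100 nM NTR1 peptide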
# Target sequence (P30989 whole entry, looked up): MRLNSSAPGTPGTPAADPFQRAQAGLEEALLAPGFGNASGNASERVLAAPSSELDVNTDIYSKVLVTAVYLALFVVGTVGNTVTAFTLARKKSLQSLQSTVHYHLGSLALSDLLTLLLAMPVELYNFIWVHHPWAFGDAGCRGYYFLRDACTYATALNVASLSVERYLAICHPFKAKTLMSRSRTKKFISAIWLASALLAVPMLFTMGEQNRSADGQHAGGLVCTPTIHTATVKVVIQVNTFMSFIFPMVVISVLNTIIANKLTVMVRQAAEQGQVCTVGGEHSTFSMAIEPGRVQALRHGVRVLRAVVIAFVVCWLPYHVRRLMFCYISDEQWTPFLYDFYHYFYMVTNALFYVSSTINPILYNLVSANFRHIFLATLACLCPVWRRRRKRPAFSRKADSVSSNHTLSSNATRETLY
# T cell modulator vesicle-bound % – recorded beside T cell modulator, whose call it bears; double positive events, %; measured here: CD8+ vesicle-bound cell fraction;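 binding gate set so that unloaded-vesicle control wells show 10% double positive cells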
# NTR1 ag cell count 20 µM – also measured in NTR1 ag; calls as there; cell count; measured here: cell count, cytotoxicity flag
# NS5 inhibitors pilot replicate – recorded beside NS5 inhibitors, whose call it bears; inhibition, %; measured here: pilot screen replicate inhibition
# * hit, by the source's call; i = inactive; u = inconclusive; x = no result given; & = joins results of further samples; [ ] = another dose, or the depositor's remark.
SMILES,MgcRacGAP inhibition,Large T inhibition,West Nile antiviral,RSV antiviral HEp-2,T cell modulator,T cell modulator vesicle-bound %,UTI89 phage lysis,Salmonella PhoP GFP,NS5 inhibitors,NTR1 ag,NTR1 ag cell count 20 µM,others
CCOC(=O)c1ccc([N+](=O)[O-])c(CS(=O)(=O)c2ccc(Cl)cc2)c1,6%,18%,-2.0%,-0.7%,i,27,0.0%,-3%,-6%,-1.0,85,
CCOc1ccc(N(CC(=O)NC2CCCC2)C(=O)c2ccc(C)s2)cc1,3%,6%,-1.5%,0.7%,i,34,-0.6%,0%,-4%,2.2,43,
CCOC(=O)NC1(C(F)(F)F)NC(=O)N(C2CCCCC2)C1=O (centres undefined),12%,4%,-0.2%,1.5%,i,28,0.3%,-8%,-2%,-0.9,52,
COc1ccc(-n2c(=S)[nH]c3[nH]ncc3c2=O)cc1,x,-10%,0.0%,0.9%,i,38,x,-4%,x,1.2,54,
CN1CCN(C(=S)NC(=O)c2ccc(-c3ccccc3)cc2)CC1,-4%,4%,0.9%,1.3%,i,34,-0.1%,-1%,2%,-0.5,41,
C=CCn1cc(C(C)=O)c(=O)[nH]c1=O,-3%,3%,0.5%,0.1%,i,41,-1.5%,10%,1%,-1.0,62,
CCCC(=O)NCC(c1cccs1)S(=O)(=O)c1ccc(C)cc1 (centres undefined),-31%,5%,0.1%,1.4%,i,18,-0.4%,1%,0%,-0.4,71,
COc1ccc(C(=O)NCC(=O)OCn2nnc3ccccc3c2=O)cc1OC,x,17%,0.1%,0.0%,i,49,x,1%,x,0.5,50,
COc1cc(-c2nc3ccccn3c2NCC2CCCO2)ccc1O (centres undefined),50µM*,33%,x,-0.3%,i,51,1.7%,-2%,0%,1.4,74,
C(=C\c1ccccc1)/CN1CCN(C(c2ccccc2)c2ccccc2)CC1,8%,4%&15%,0.8%,0.6%,i,18,2.5%,1%&-2%,-2%,3.9,62,
COC(=O)CSC1=C(C#N)C(=O)NC2(CCCCC2)S1,15%,32%,-0.4%,-0.8%,i,38,0.1%,1%,-1%,-0.7,76,
c1ccc(-c2cc(N3CCCCCC3)n[nH]2)cc1,31%,16%,1.4%,4.6%,i,36,1.0%,14%,6%,1.1,67,
CNS(=O)(=O)c1cccc(C(=O)NCC2(N3CCCCC3)CCCCC2)c1,6%,3%,-0.4%,0.3%,i,27,-0.8%,-1%,-3%,0.5,38,
Cc1c2c(nc3c(C)cccc13)OC(C)C2 (centres undefined),2%,2%,-0.5%,2.7%,i,31,3.1%,-2%,-7%,2.4,49,
S=c1nc[nH]c2c1sc1nc(-c3ccccc3)c3c(c12)CCCC3,6%,14%,-0.3%,41%,i,31,-0.1%,9%,-5%,17,89,
O=C(Nc1cccc2ccccc12)c1ccccc1,6%,4%,-0.3%,1.4%,i,50,0.2%,-4%,-3%,-1.2,91,
CC(=O)c1cccc(OCC(=O)Nc2cc(Cl)ccc2-n2cncn2)c1,8%,3%,x,1.6%,i,29,1.5%[50 µM],-3%,-2%,3.0,61,
O=C(CNc1ccc(Oc2ccccc2)cc1)N1CCOCC1,46%,19%,0.1%,-0.6%,i,34,0.0%[50 µM],4%,x,0.9,32,
CC(C)Cn1c(N)c(C(=O)COC(=O)c2cc(F)cc(F)c2)c(=O)n(C)c1=O,-6%,20%,-1.0%,0.6%,i,4,-0.5%,0%,-1%,2.4,35,
COCCOC(=O)c1c(C)oc2ccc(OCc3cc(C(=O)OC)oc3C)cc12,4%,15%,-0.1%,0.5%,i,7,2.6%,-8%,-2%,3.0,53,
CCOC(=O)C1CCN(S(=O)(=O)c2c(Cl)ccc3nonc23)CC1,4%,19%,0.7%,-3.1%,i,28,0.0%,16%,-10%,7.2,64,
C=C(C(=O)Oc1c(C(C)(C)C)cccc1C(C)(C)C)c1ccccc1,-8%,x,x,0.3%,i,13,1.5%,x,-6%,-2.1,54,
COc1ccc(C(=O)NNC(=O)C23CC4CC(CC(C4)C2)C3)c(OC)c1,11%,2%,-0.2%,3.7%,i,17,-0.5%,3%,-5%,0.3,76,
CCc1cc2c(=O)c(-c3nc4ccccc4n3C)c(C)oc2c(CN2CCCCC2)c1O,14%,3%,-0.8%,1.9%,i,17,0.3%,-8%,6%,0.9,61,
Cc1ccc2nc(-c3cccnc3)cc(C(=O)N3CCN(c4ccc([N+](=O)[O-])cc4)CC3)c2c1,-4%,5%,-1.0%,1.6%,i,34,0.1%,5%,1%,2.9,51,
COc1ccc(OC)c(/C=N/NC(=O)C(O)c2ccccc2)c1 (centres undefined),3%,8%,1.1%,1.7%,i,38,-0.5%,-7%,-4%,-0.5,73,
Cc1ccc(C)c(N2CCN(C(=O)COc3cc(=O)n(C)c4ccccc34)CC2)c1,-1%,6%,x,13%,i,19,-0.1%,2%,-5%,9.4,84,
CC(C)CNS(=O)(=O)c1ccc(C(=O)Nc2ccc3c(c2)OCCO3)cc1,6%,-3%,0.2%,0.7%,i,41,0.2%,5%,-6%,-0.7,47,
CN(c1c(C#N)c(C(F)(F)F)nn1C)N(S(C)(=O)=O)S(C)(=O)=O,0%,12%,0.1%,0.2%,i,55,-1.8%,2%,-1%,0.2,32,
CNC(=O)COC(=O)c1ccc([N+](=O)[O-])cc1Cl,-10%,15%,-0.2%,0.5%,i,55,-0.4%,7%,-3%,0.9,92,
CC1=C(C(=O)Nc2ccccc2)C(c2ccccn2)n2ncnc2N1 (centres undefined),-6%,0%,x,1.6%,i,48,2.4%,8%,0%,2.2,65,
O=C(CSc1nc2ccccc2c(=O)[nH]1)c1ccc(O)c(O)c1,u,11µM*,-0.1%,3.2%,i,25,1.0%,1%,1%,0.7,58,
CCOC(=O)c1ccc(NC(=O)C2C3C=CC(C3)C2C(=O)O)cc1 (centres undefined),6%,-3%,0.1%,0.0%,i,52,3.8%,-1%,4%,-0.5,37,
CCn1c(SCC#N)nc2c(c1=O)C1(CCCC1)Cc1ccccc1-2,6%,8%,-0.7%,12%,i,54,0.3%,19%,-2%,15,65,NS5 inhibitors pilot replicate=5.5
CC(C)CN(C(=O)COC(=O)CSc1ccccc1)c1c(N)n(Cc2ccccc2)c(=O)[nH]c1=O,0%,8%,x,1.8%,i,46,0.4%[50 µM],4%,4%,0.1,68,
Cn1nnnc1SCC(=O)c1ccco1,21%,3%,0.3%,-0.3%,i,28,1.1%,-4%,-1%,0.5,54,
COc1cc(NC2=Nc3cccc4cccc2c34)cc(OC)c1OC,9%,5%,-0.1%,8.4%,i,50,0.0%[50 µM],-2%,-16%,0.9,55,
C[C@@H]1CC=C[C@H]2[C@H]1C(=O)N(Cc1ccccc1)[C@H]2c1ccc2ccccc2c1,8%,6%,1.7%,1.8%,i,37,0.3%,4%,-7%,4.1,92,
COc1cc(OC)cc(C(=O)NNC(=O)CN2C(=O)NC(C)(c3ccccc3)C2=O)c1 (centres undefined),3%,12%,x,-1.9%,i,39,0.3%[50 µM],-3%,-9%,0.2,28,
CN(C)S(=O)(=O)c1ccc(C(=O)NCC(=O)Nc2ccc(F)c(F)c2)cc1,11%,9%,-0.8%,1.6%,i,42,0.3%,6%,-6%,-0.4,76,
CCOCCCN1CC(C(=O)NCc2ccc3c(c2)OCO3)CC1=O (centres undefined),-4%,7%,0.0%,1.7%,i,28,3.7%,-2%,-2%,-2.3,60,
C/C(=N\NC(=O)c1cc(C)oc1C)c1ccc2c(c1)OCO2,6%,9%,-0.5%,1.5%,i,30,0.1%,0%,-12%,-0.5,95,
COc1ccccc1CNC(=O)C1CCCN(S(=O)(=O)c2c(C)[nH]c(=O)[nH]c2=O)C1 (centres undefined),1%,0%,0.4%,1.3%,i,10,-0.1%,-5%,-9%,0.3,68,

# An excerpt from above in order of formula weight, highest first.
SMILES,MgcRacGAP inhibition,Large T inhibition,West Nile antiviral,RSV antiviral HEp-2,T cell modulator,T cell modulator vesicle-bound %,UTI89 phage lysis,Salmonella PhoP GFP,NS5 inhibitors,NTR1 ag,NTR1 ag cell count 20 µM,others
CC(C)CN(C(=O)COC(=O)CSc1ccccc1)c1c(N)n(Cc2ccccc2)c(=O)[nH]c1=O,0%,8%,x,1.8%,i,46,0.4%[50 µM],4%,4%,0.1,68,
CCc1cc2c(=O)c(-c3nc4ccccc4n3C)c(C)oc2c(CN2CCCCC2)c1O,14%,3%,-0.8%,1.9%,i,17,0.3%,-8%,6%,0.9,61,
Cc1ccc(C)c(N2CCN(C(=O)COc3cc(=O)n(C)c4ccccc34)CC2)c1,-1%,6%,x,13%,i,19,-0.1%,2%,-5%,9.4,84,
CCn1c(SCC#N)nc2c(c1=O)C1(CCCC1)Cc1ccccc1-2,6%,8%,-0.7%,12%,i,54,0.3%,19%,-2%,15,65,NS5 inhibitors pilot replicate=5.5
C=C(C(=O)Oc1c(C(C)(C)C)cccc1C(C)(C)C)c1ccccc1,-8%,x,x,0.3%,i,13,1.5%,x,-6%,-2.1,54,
O=C(CSc1nc2ccccc2c(=O)[nH]1)c1ccc(O)c(O)c1,u,11µM*,-0.1%,3.2%,i,25,1.0%,1%,1%,0.7,58,
COc1ccc(OC)c(/C=N/NC(=O)C(O)c2ccccc2)c1 (centres undefined),3%,8%,1.1%,1.7%,i,38,-0.5%,-7%,-4%,-0.5,73,
CNC(=O)COC(=O)c1ccc([N+](=O)[O-])cc1Cl,-10%,15%,-0.2%,0.5%,i,55,-0.4%,7%,-3%,0.9,92,
Cc1c2c(nc3c(C)cccc13)OC(C)C2 (centres undefined),2%,2%,-0.5%,2.7%,i,31,3.1%,-2%,-7%,2.4,49,
